# Screening data: PubChem, National Center for Advancing Translational Sciences (NCATS)
# ELG1 genotoxic – inducers of genotoxicity in HEK293T ELG1-luciferase cells; HEK293T ELG1-luciferase reporter, luminescence, 16 h; Potency, µM (top dose mostly 46 µM), without a hit: top-dose activity change, positive = activation, usual class: activators; hit rate 1.3% among 330,000; AID 504466; further: potency means the concentration at half of the fitted maximal effect; % of control where 0% means no effect; nearly all actives have a fitted effect of over 60% in size
#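 Reporter readout depends on ELG1 protein level, which increases with genetic stress. After 16 hr compound exposure at 37 °C, luciferase activity was quantified using ONE-Glo.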
# NPC1 promoter act – activates the NPC1 promoter. Huh7 NPC1 promoter luciferase reporter, 24 h. Potency, µM (top dose mostly 9.22 µM), without a hit: top-dose activation, usual class: activators. hit rate 2.4% among 320,000. AID 485313;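 further: potency means the concentration at half of the fitted maximal effect; % of control where 0% means no effect; nearly all actives have a fitted effect of over 60% in size; reporter is driven by a mutant NPC1 promoter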
#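 Huh7 cells stably carrying NPC1 promoter–luciferase, plated in Opti-MEM with 10% FBS for 2 h, were exposed to compound in DMSO for 24 h at 37 °C; luciferase reagent was added for 10 min and luminescence read.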
# Rab9 promoter act – activators of Rab9 promoter. Huh7 Rab9 promoter-luciferase reporter, luminescence, 24 h. Potency, µM (titrated, usually from 9.22 µM), for the others: top-dose activation, negative = inhibition, actives largely listed as activators. hit rate 2.8% among 320,000. AID 485297; further: potency means the concentration at half of the fitted maximal effect; % of control where 0% means no effect; nearly all actives have a fitted effect of over 60% in size
#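 Stable Rab9-luc Huh7, 1500 cells/well, 2 h settle; cmpd in DMSO, 24 h, 37 °C/5% CO2; luciferase reagent 10 min RT; luminescence.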
# RORg inh – ROR gamma (mouse) transcription inhibition; P51450; Drosophila S2 Gal4-RORgamma UAS-luciferase reporter, 20 h; Potency, µM (doses to about 53.6 µM), for inactives: top-dose activity change, negative = inhibition, hits mostly inhibitors; hit rate 5.4% among 310,000; further: potency means the concentration at half of the fitted maximal effect; on the % scale 0 is the no-effect control and ±100 the full control effect; nearly all actives have a fitted effect of over 60% in size
#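 Compounds are pin-transferred onto Drosophila Schneider cells expressing a copper-inducible Gal4–ROR gamma transactivation domain fusion. After 1 hr, copper sulfate is added to 700 uM final; luciferase is read 20 hr later.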
# BRCA1 expr act – BRCA1 expression activation; Potency, µM (highest dose often 46.1 µM), for the others: at the top dose activation, usual class: activators; hit rate 1.1% among 380,000; MCF7-BRCA1-FFLuc reporter, luminescence, 48 h; response scale: scaled: vehicle 0%, 10 µM genistein 100%; further: potency means the concentration at half of the fitted maximal effect; nearly all actives have a fitted effect of over 80% in size; some results filed as inactive show a strong effect at the top dose
#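 Luminescence from a BRCA1-driven firefly luciferase in MCF7 cells was read after 48 h compound exposure at 37 C. Data normalized against DMSO and a 10microM genistein activation control, then curve-fitted across the titration.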
# FLuc counter – counter-screen for miR-21 project: firefly luciferase inhibitors or activators | P08659 | purified FLuc, Km substrates, luminescence inhibition | Potency, µM (highest dose often 57.5 µM), for inactives: top-dose activity change, negative = inhibition, most hits filed as inhibitors | hit rate 6.9% among 360,000;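 further: potency means the concentration at half of the fitted maximal effect; plate controls were vehicle for no effect and reference inhibitor for full effect; nearly all actives have a fitted effect of over 55% in size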
# Target sequence (P08659 whole entry, looked up): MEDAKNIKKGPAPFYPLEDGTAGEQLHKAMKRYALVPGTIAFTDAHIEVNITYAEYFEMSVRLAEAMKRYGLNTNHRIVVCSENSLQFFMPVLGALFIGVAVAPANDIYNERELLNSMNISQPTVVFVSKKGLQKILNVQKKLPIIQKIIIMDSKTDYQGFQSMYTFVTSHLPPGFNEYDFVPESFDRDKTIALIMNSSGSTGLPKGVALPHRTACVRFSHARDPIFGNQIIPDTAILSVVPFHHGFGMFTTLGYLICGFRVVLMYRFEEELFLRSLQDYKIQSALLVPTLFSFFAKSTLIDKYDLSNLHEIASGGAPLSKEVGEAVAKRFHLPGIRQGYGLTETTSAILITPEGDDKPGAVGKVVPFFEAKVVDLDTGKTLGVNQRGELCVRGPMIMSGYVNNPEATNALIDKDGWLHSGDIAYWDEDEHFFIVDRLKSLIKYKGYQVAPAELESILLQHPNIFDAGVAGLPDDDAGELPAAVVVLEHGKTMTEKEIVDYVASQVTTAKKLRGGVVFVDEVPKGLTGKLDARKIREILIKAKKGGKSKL
#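 Biochemical qHTS of compounds, final roughly 60 µM downward over six points, against 10 nM purified firefly luciferase using Km concentrations of substrates (10 uM D-luciferin, 10 uM ATP) in Tris acetate pH 7.5 buffer; luminescence output.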
# TRPV1 agonist – human TRPV1 agonism. TRPV1-expressing cells, Fluo-8 calcium influx, agonist mode. activation, % at 8.33 µM. Q8NER1. hit rate 0.19% among 320,000; in the data active means activation above about 80%; inconclusive means between about 30% and that limit; further: 0% is about no effect
#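 TRPV1-expressing cells were cultured overnight at 35.5C and loaded with Fluo-8 calcium dye for 40 to 90 min at room temperature. After a 10 s baseline, compound was added and calcium influx was read kinetically for 3 min (ex 480/em 520 nm).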
# Tb PFK inh – blocks T. brucei phosphofructokinase; O15648; AID 485367; T. brucei PFK, ADP-Glo luminescence; hit rate 0.17% among 330,000; Potency, µM (titrated, usually from 57.5 µM), without a hit: at the top dose activity, negative = inhibition, usual class: inhibitors;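 further: potency means the concentration at half of the fitted maximal effect; 0% = uninhibited 1x PFK enzyme wells and -100% = no-enzyme wells; nearly all actives have a fitted effect of over 60% in size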
# Target sequence (O15648 whole entry, looked up): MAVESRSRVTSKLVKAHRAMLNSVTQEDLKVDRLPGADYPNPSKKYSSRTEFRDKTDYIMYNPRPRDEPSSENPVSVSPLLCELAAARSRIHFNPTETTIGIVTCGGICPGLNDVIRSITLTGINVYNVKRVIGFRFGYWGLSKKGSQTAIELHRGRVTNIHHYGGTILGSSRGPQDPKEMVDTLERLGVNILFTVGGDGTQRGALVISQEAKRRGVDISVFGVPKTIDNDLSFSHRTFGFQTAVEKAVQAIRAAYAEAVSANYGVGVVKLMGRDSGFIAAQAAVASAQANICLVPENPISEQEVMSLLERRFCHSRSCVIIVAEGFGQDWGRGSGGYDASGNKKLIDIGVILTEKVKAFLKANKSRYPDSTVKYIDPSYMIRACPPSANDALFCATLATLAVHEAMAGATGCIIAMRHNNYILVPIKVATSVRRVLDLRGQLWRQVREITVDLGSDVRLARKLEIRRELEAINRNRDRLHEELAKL
#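 In TEA buffer at pH 8.0 with 5 mM MgCl2, enzyme (1.25 nM) converted F6P (0.5 mM) and ATP (0.1 mM) for 45 min at room temperature. ADP product was read by luciferase luminescence.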
# VP16 counter – counter-screen for ROR gamma inhibitors: Gal4-VP16 reporter. Drosophila S2 Gal4-VP16 UAS-luciferase, luminescence, 20 h. Potency, µM (highest dose often 53.6 µM), inactives show at the top dose activity, negative = inhibition, actives largely listed as inhibitors. hit rate 3.5% among 310,000. AID 2546;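 further: Gal4-VP16 expression switched on by copper sulfate through the metallothionein promoter; potency means the concentration at half of the fitted maximal effect; on the % scale 0 is the no-effect control and ±100 the full control effect; nearly all actives have a fitted effect of over 50% in size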
# p53 reactivator – re-activators of mutant p53; hit rate 0.063% among 320,000; AID 504706; Potency, µM (doses to about 92.2 µM), for inactives: at the top dose activity change, positive = activation, most hits filed as activators; H1299 p53-A138V BP100-luciferase reporter, luminescence, 24 h; further: potency means the concentration at half of the fitted maximal effect; % of control where 0% means no effect; nearly all actives have a fitted effect of over 45% in size
#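 H1299 (p53-null), stable ts p53-A138V + BP100-Luc; 1000 cells/well, Opti-MEM/10% FBS; cpd 4 pt, 1:5; 24 h, 37 deg C, 5% CO2; detection reagent 10 min RT; luminescence.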
# ELG1 repair inh – ELG1-dependent DNA repair inhibition. HEK293T ELG1-luciferase reporter, luminescence, 16 h; DNA damage induced by 5-fluorouridine. Potency, µM (highest dose often 46.1 µM), for inactives: at the top dose activity change, negative = inhibition, most hits filed as inhibitors. hit rate 2.3% among 330,000. AID 504467; further: potency means the concentration at half of the fitted maximal effect; on the % scale 0 is the no-effect control and ±100 the full control effect; nearly all actives have a fitted effect of over 55% in size
#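 Overnight (16 hr) co-exposure of 2,000 cells/well to 5-fluorouridine and compound at 37 °C preceded detection. Luciferase was quantified via ONE-Glo luminescence; loss of signal denotes inhibition.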
# Starred values were filed as active, the others as inactive; ? = inconclusive; . = no result given; & = joins results of further samples; [ ] = dose if it differs, or a comment. Unless noted, the call rests on the fitted dose curve; in most records, active means well fitted curve in the direction sought with a large enough effect; inconclusive means small, poorly fitted or top-dose-only effect, or another doubt; inactive means no such curve, though single readings can be large; an effect the other way counts as inactive or inconclusive.
Structure | ELG1 genotoxic | NPC1 promoter act | Rab9 promoter act | RORg inh | BRCA1 expr act | FLuc counter | TRPV1 agonist | Tb PFK inh | VP16 counter | p53 reactivator | ELG1 repair inh
COc1ccc(OC)c(C2CC(=O)C(C)C(c3cc(OC)ccc3OC)N2)c1 (centres undefined) | -0.6% | -4.4% | -3.1% | 15.4% | 15.7% | -1.4% | 0.3 | 5.5% | 9.1% | 0.2% | 5.6%
C=CCn1c(-c2ccc(OC)c(OC)c2)n[nH]c1=S | -1.1% | -1.7% | 1.1% | 3.16µM* | -1.3% | ? | -4.3 | 9.7% | ? | 2.8% | 23.7%
CCOC1=C/C(=C/c2c(N)n3nc(S(=O)(=O)CC)sc3nc2=O)C=CC1=O | 4.2% | -1.3% | -3.6% | -2.4% | -2.8% | ? | 9.8 | 8.1% | 1.1% | 4.5% | -24.2%
NS(=O)(=O)c1cccc(NC(=O)COC(=O)CN2C(=O)c3ccccc3C2=O)c1 | 0.8% | 2.4% | 1.4% | . | -23.2% | -2.1% | -1.6 | 0.2% | . | -1.5% | 3.6%
CCC(=O)c1ccc(OCC(=O)OCC(=O)Nc2ccc3c(c2)OCCO3)cc1 | 3.1% | . | . | . | -7.2% | . | . | 1.6% | . | 9.6% | 16.1%
CCOC(=O)C(Oc1ccc2c(-c3ccccc3)cc(=O)oc2c1)c1ccccc1 (centres undefined) | -4.3% | -4.0% | -3.8% | -7.0%[10 µM] | -15.3% | 4.7% | 11.1 | 4.5% | -0.1% | -0.6% | ?
COc1ccc(S(=O)(=O)N2CCN(C(=O)C3CCC3)CC2)cc1 | 0.4% | -2.5% | -5.8% | . | -0.8% | 3.1% | -3.6 | -0.6% | . | -1.0% | 2.8%
Cc1ccc(NC(=O)c2ccc(Cl)nc2)cc1S(=O)(=O)N1CCOCC1 | -7.1% | . | . | . | -84.9% | . | . | ? | . | -2.5% | 23.1µM*
Cc1csc2c(NCCCN3CCOCC3)ncnc12 | -3.0% | -6.8% | -7.8% | 3.6% | -1.4% | -0.9% | 3.4 | 4.3% | 2.5% | -2.5% | ?
CCCN=C1N(C)C[C@@H]2[C@@H]3C(=O)N(C)C(=O)[C@@H]3[C@](CC)(C(=O)OC)N12 | 4.3% | . | . | . | 2.0% | . | . | -3.2% | . | 0.7% | ?
Cc1cc(C(=O)COC(=O)c2ccc(F)cc2F)c(C)n1C1CC1 | ? | 2.51µM* | 2.82µM* | . | 67.8% | 0.379µM* | 27.1 | -3.8% | . | ? | ?
COC(=O)C1CCN(C(=O)c2ccc3oc(Cc4ccc(Cl)cc4)nc3c2)CC1 | -3.7% | -1.8% | 0.6% | 5.3% | -5.7% | 1.0% | 6.0 | -17.2% | 6.4% | -3.0% | 1.0%
NCCc1c(C(=O)O)[nH]c2ccc([N+](=O)[O-])cc12 | -0.6% | -3.7% | -6.2% | 1.7% | -0.9% | 2.1% | -2.2 | 0.7% | -1.2% | -1.0% | -4.8%
O=C(Cc1ccc(Cl)cc1)Nc1ccc(N2CCN(C(=O)c3ccco3)CC2)cc1 | -7.6% | -1.1% | -9.0% | 17.2% | -27.4% | -0.4% | 7.5 | -27.2% | 5.3% | -9.6% | ?
CCOc1ccccc1NC(=O)Nc1ccc(OC)nc1 | -0.3% | 8.5% | -1.4% | -7.0% | 15.2% | ? | 4.7 | -2.6% | 26.0% | -5.9% | 13.4%
COc1ccccc1NC(=O)c1ccc2nsnc2c1 | ? | ? | 3.98µM* | 14.6% | 60.6% | 15.1µM* | 5.2 | 0.0% | 10.0% | ? | ?
CC1CCCC(NC(=O)COC(=O)Cc2c[nH]c3ccccc23)C1C (centres undefined) | -0.4% | -0.9% | 0.5% | 9.4% | -20.3% | 4.1% | 9.8 | 1.1% | -0.6% | 1.3% | 2.9%
CCOCc1nnc(NC(=O)CSCc2ccccc2)s1 | 0.5% | -3.9% | -1.6% | ? | -0.6% | -1.4% | -1.7 | -4.2% | ? | 3.1% | 1.1%
COC(=O)c1cc(C(=O)CC(C)C)c[nH]1 | 4.7% | 0.2% | -9.3% | 22.6% | -7.6% | -3.4% | 8.1 | -5.6% | -0.9%[10 µM] | 11.7% | 5.7%
O=C(COC(=O)CN1C(=O)C2CC=CCC2C1=O)Nc1cc(C(F)(F)F)ccc1N1CCOCC1 (centres undefined) | 5.4% | 0.8% | 9.2% | 12.7% | -0.5% | -1.5% | 8.8 | 0.7% | 2.6% | 5.9% | -5.9%
CCC(C)[C@H](N)c1nnc(SCc2cccc(F)c2)o1 (some centres undefined) | 1.8% | -2.1% | 2.4% | 5.2%[10 µM] | 14.0% | -1.6% | -1.8 | -0.1% | 7.7% | -4.7% | 0.5%
Cc1nc2cc(C(=O)OCC(=O)Nc3cccc(Cl)c3)ccc2n1-c1ccccc1 | -0.8% | -0.1% | -1.2% | ? | -7.8% | ? | 9.2 | -1.1% | -0.1% | 18.8% | 1.2%
O=C(NCc1ccc(F)cc1)c1cccc(S(=O)(=O)N2CCCC2)c1 | -5.2% | 6.1% | -1.5% | 35.9% | -5.9% | -1.0% | -4.0 | -1.9% | -6.4% | -0.4% | ?
O=C(CNC(=O)c1ccccc1)NCC(=O)OCc1ccccc1Cl | -1.7% | -5.0% | -3.4% | 13.5% | 4.4% | -4.8% | 1.4 | -1.7% | -11.7% | 0.9% | 0.0%
Cc1ccccc1-c1nc2ccccc2c(=O)n1/N=C/c1ccccc1[N+](=O)[O-] | -4.7% | -2.3% | -2.4% | 24.8% | 1.9% | -10.0% | -1.3 | 6.5% | -1.5% | -24.2% | ?
CCCCN(CCCC)CCCNC(=O)Cn1cc2c(n1)-c1c(oc(C(=O)N3CCCC3)c1C)CC2 | -0.5%[9.26 µM] | -4.2% | 1.4% | 0.0% | 18.8% | -1.7%&0.9% | 1.1 | 2.4% | 1.3% | -1.2% | -3.7%
O=C(Cn1nnc(-c2ccc(CN3CCOCC3)cc2)n1)NC1CCCCC1 | 0.6% | -3.2% | -2.6% | -8.7% | -1.8% | ? | 0.5 | -1.3% | 10.7% | 1.4% | -17.1%
N#CC(c1ccncc1)(c1ncc(C(F)(F)F)cc1Cl)N1CCOCC1 (centres undefined) | -6.8% | -20.0% | -2.3% | 9.1% | -5.4% | ? | 6.7 | -2.4% | -8.7% | -4.8% | -6.3%
COc1ccc(C(=O)CSc2nc3ccc([N+](=O)[O-])cc3[nH]2)cc1 | -6.2% | 1.7% | -1.6% | ? | -24.6% | -1.1% | 3.1 | 8.3% | 3.3% | -8.3% | ?
O=C(Nc1cccc(F)c1)NC1(C(=O)N2CCOCC2)CCCCC1 | 0.0% | -2.1% | 0.4% | 45.7% | -1.2% | -0.3% | -1.6 | 0.5% | 5.2% | 9.4% | 3.5%
Cn1cnnc1SCC(=O)NNC(=O)c1ccc(Cl)cc1 | 1.3% | -3.0% | -3.0% | -19.8% | 12.0% | 3.1% | -1.8 | 6.4% | -9.5% | 7.5% | 9.3%
CCOc1ccc(C(CC(=O)O)NC(=O)c2ccco2)cc1 (centres undefined) | 2.6% | -9.9% | 2.9% | -3.9% | 9.4% | 1.4% | -2.0 | 6.0% | 23.1% | 18.6% | 10.2%
CC1Cc2ccccc2N1C(=O)CN1C(=O)COc2ccccc21 (centres undefined) | -0.6% | -2.4% | -0.2% | 3.7% | -0.6% | 2.3% | -0.4 | 1.1% | 1.0% | -4.9% | -0.8%
Cc1ccc(NC(=O)COC(=O)c2ccco2)cc1S(=O)(=O)N1CCOCC1 | 17.1% | . | . | . | -7.1% | . | . | 0.0% | . | -1.2% | ?
O=C(NCCN1CCN(Cc2ccccc2Cl)CC1)Nc1ccccc1 | -1.0% | -8.0% | -2.8% | 6.3% | 1.9% | -2.5% | 2.1 | -0.2% | -1.2% | -6.0% | -0.6%
CCCCNC(=O)Nc1nnc(-c2ccccc2)o1 | 4.8% | 8.1% | 15.5% | 3.98µM* | 29.0% | -0.5% | -4.0 | -1.3% | 5.62µM* | -0.3% | ?
Cc1ccc2c(c1)NC(=O)C(CC(=O)NCCCN1CCCC1=O)O2 (centres undefined) | -1.5% | -1.7% | -2.7% | -19.9% | 1.4% | 5.0% | 0.9 | 2.6% | -1.1% | 1.8% | 9.1%
CN1CCC(=NNC(=O)CSCc2ccccc2)CC1 | 1.2% | 1.2% | 9.4% | 16.9% | 23.9% | -0.8% | 2.1 | -0.8% | -4.3% | -0.8% | -5.8%

# Hits appear at their usual frequency (roughly 15% active in at least one column).
